From PubChem BioAssay
V1aR counter = agonists of human V1a receptor, primary screen, counter-screen for OXTR agonist project, fluorescence, CHO-V1R cells; activation, % at 3 µM; Fluo-8 calcium fluorescence, agonist mode; 0% DMSO, 100% 3 nM vasopressin; actives 0.25% (n = 320,000); Vasopressin V1a receptor (Homo sapiens), P37288;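 active = activation above the mean activation of all tested compounds plus 3 SD, per screening run, cut at about 20% in these data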;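 note: signal is peak over basal fluorescence ratio across a 100 second FLIPR read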
MEKK2mut PB1 HTS = MEK5 binding signal on mutant MEKK2 PB1, primary screen, biochemical, multiplex bead flow cytometry, Alexa488-MEK5. Alexa488-MEK5 binding to MEKK2 mutant. percent response, % at 10 µM. actives 0.35% (n = 290,000). AID 1530, 2009; in the data active = percent response above about 24%, passing the limit was not always enough; note: inactives centre near 1; some results filed as inactive read as strong as hits; reference of the scale not given here
OXTR agonist = human OXTR agonists, primary screen, fluorescence, CHO-OTR cells, Fluo-8 calcium; Oxytocin receptor (Homo sapiens), P30559; Fluo-8 calcium fluorescence; normalized: DMSO 0%, oxytocin 100%; activation, % at 3 µM; actives 0.32% (n = 320,000);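 active = activation above the mean of all tested compounds plus 3 SD, cutoff set per screening run, cut at about 20% in these data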;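 note: peak over basal fluorescence ratio from a 100 s FLIPR kinetic read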
NALP1 yeast inh = NALP1 inflammasome inhibitors in reconstituted yeast, colorimetric, S. cerevisiae, triplicate retest; S. cerevisiae NALP1/ASC/caspase-1 growth, X-gal OD620, 72 h; inhibition, % at 10 µM; actives 0.61% (n = 280,000); in the data active = inhibition mostly above about 24%, no sharp cut-off; inactive = mostly below about 32%; note: some compounds called inactive have numbers as strong as hits
GPR7 antag = GPR7 receptor antagonists, primary screen, cell-based, fluorescence, single concentration | actives 1.1% (n = 290,000) | Neuropeptides B/W receptor type 1 (Homo sapiens), P48145 | AID 1861, 2009 | GPR7-expressing cells, fluorescence antagonist assay | inhibition, % at 4.4 µM; in the data active = inhibition above about 16%, passing the limit was not always enough;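 note: cells stimulated with the agonist NPW; 0% = agonist with vehicle and 100% = vehicle without agonist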
Target sequence (P48145 whole entry, looked up): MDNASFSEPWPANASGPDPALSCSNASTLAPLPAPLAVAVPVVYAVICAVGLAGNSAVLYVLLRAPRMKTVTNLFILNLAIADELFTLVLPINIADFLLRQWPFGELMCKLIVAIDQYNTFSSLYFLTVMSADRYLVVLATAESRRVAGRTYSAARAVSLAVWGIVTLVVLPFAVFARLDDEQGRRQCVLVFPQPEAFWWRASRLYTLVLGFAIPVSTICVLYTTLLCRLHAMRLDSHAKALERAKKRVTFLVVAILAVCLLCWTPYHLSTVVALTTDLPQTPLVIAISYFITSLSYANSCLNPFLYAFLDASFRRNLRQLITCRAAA
MEKK2 WT-MEK5 = modulators of MEK5 binding to wildtype MEKK2, primary screen, biochemical, multiplex bead flow cytometry, Alexa488-MEK5 | actives 1.1% (n = 290,000) | Alexa488-MEK5 binding to MEKK2 WT; actives lie on both sides | Mitogen-activated protein kinase kinase kinase 2 (Homo sapiens), Q9Y2U5 | AID 1531, 2009 | binding response (% of control), % at 10 µM; in the data active = binding response below about 67% or above about 130%
PHOSPHO1 inh = PubChem AID 1565; Phosphoethanolamine/phosphocholine phosphatase (Homo sapiens), Q8TCT1; recombinant PHOSPHO1, absorbance phosphatase assay; inhibition, % at 13.3 µM; actives 1.1% (n = 290,000); in the data active = inhibition above about 60%
Target sequence (Q8TCT1 whole entry, looked up): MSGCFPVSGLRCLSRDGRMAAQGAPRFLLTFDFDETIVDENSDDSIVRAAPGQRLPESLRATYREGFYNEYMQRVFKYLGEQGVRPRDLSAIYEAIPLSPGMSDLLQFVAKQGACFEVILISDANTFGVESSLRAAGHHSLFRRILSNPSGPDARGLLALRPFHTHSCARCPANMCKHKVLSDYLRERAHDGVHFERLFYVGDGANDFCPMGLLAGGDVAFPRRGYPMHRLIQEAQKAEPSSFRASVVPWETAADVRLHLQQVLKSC
MEKK3 PB1 HTS = modulators of MEKK3-MEK5 PB1 binding, primary screen, biochemical, wildtype MEKK3, multiplex bead flow cytometry, Alexa488-MEK5 | Mitogen-activated protein kinase kinase kinase 3 (Homo sapiens), Q99759 | bead-based flow cytometry, Alexa488-MEK5 binding to MEKK3; actives lie on both sides; 0 = blocked by unlabeled MEK5, 100 = vehicle | binding response (% of control), % at 10 µM | actives 1.4% (n = 290,000) | AID 1529, 2009;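 active = binding response more than 3 SD above or below the average of its plate-row segment, actives on both sides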;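 note: Alexa488 bead fluorescence after subtracting the streptavidin-only scavenger bead signal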
GalR3 antagonist = GalR3 antagonists in HEK293 cells, primary screen, cell-based, fluorescence readout | Galanin receptor type 3 (Homo sapiens), O60755 | HEK293 GalR3-CNG cAMP membrane potential fluorescence; galR3 body fused to GalR1 C-terminus | inhibition, % at 3 µM | actives 0.44% (n = 360,000) | AID 651719, 2012;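 active = inhibition above the screen-wide average plus 3 SD, cut at about 13% in these data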;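 note: forskolin and galanin both at EC90 stimulate the cells; cAMP rise reported by CNG channel membrane potential dye signal; 0% = forskolin plus galanin with DMSO and 100% = forskolin alone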
Target sequence (O60755 1-299 limits assumed): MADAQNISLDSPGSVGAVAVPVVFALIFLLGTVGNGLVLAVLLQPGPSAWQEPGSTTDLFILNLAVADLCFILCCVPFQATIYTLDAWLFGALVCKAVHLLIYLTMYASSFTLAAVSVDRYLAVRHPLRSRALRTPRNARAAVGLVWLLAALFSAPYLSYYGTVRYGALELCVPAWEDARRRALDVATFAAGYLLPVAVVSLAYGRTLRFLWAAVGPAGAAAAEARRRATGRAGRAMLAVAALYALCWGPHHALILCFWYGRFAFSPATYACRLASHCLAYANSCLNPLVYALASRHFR
The depositor's hits bear a star; x = no result given; [ ] = dose if it differs, or a comment.

SMILES | V1aR counter | MEKK2mut PB1 HTS | OXTR agonist | NALP1 yeast inh | GPR7 antag | MEKK2 WT-MEK5 | PHOSPHO1 inh | MEKK3 PB1 HTS | GalR3 antagonist
N#C/C(=C/c1cn(CC(=O)O)c2ccccc12)C(=O)Nc1ccccc1 | 0.0 | 5 | 0.2 | 0 | 5 | 41*[inhibitor] | 24 | 100 | -5
COCCNC(=O)C1CC2Cn3c(nc4ccccc43)C2N1C (configuration not stated) | 0.0 | 6 | 0.6 | x | x | 78 | 44 | 79 | -4
CCc1cc(=O)oc2cc(C)c(CN3CCCC3)c(O)c12 | -0.1 | -14 | 1.4 | 1 | 3 | 54 | 4 | 62 | 0
Nc1nc(NCCCN2CCOCC2)nc(Nc2cccc(F)c2)c1[N+](=O)[O-] | 1.4 | 1 | 3.6 | -8 | -8 | 104 | 3 | 96 | -6
O=C(NC1CC2CCCC(C1)N2Cc1cccs1)N1CCOCC1 (configuration not stated) | 0.2 | 1 | 1.0 | 5 | -10 | 101 | 11 | 95 | -3
CCOc1ccccc1NC(=O)C12CC3CC(C1)CC(c1ccc(C)cc1)(C3)C2 | -0.2 | -21 | 0.3 | 14 | -14 | 78 | 51 | 68 | -1
COc1cc(CNc2ccc3[nH]c(=O)[nH]c3c2)ccc1OCc1ccccc1 | 1.9 | 2 | 2.7 | 4 | -7 | 105 | 19 | 105 | -1
CCn1c(CNC(=O)c2ccco2)nnc1SCC(=O)c1ccc(F)cc1 | 0.3 | 0 | 0.1 | -22 | -1 | 102 | 35 | 103 | -9
O=C(NC1CCCc2ccccc21)C1CCN(S(=O)(=O)N2CCCCCC2)CC1 (configuration not stated) | 3.8 | 7 | 3.9 | 12 | 2 | 105 | 10 | 101 | -7
O=C1NCCN1c1ccc(CN2CCN(C3CCCCC3)C(CCO)C2)cc1 (configuration not stated) | 0.5 | -5 | 1.5 | -6 | 7 | 98 | 14 | 96 | 4
C=CCc1ccc(O)c(-c2cc(CC=C)ccc2O)c1 | -0.7 | -3 | 4.5 | 5 | -14 | 93 | -12 | 99 | -8
COc1ccc(C)cc1N(C(=O)c1ccc(C#N)cc1)C1=NC(C)(C)CS1 | -0.2 | 6 | -0.2 | 6 | 10 | 99 | 23 | 98 | -7
CC(C)CC(O)(c1ccccc1)C(CN1CCOCC1)c1ccccc1 (configuration not stated) | -0.5 | 13 | -2.1 | 5 | -13 | 107 | 28 | 111 | -8
CC1=CC(C)(C)N(C(=O)CSc2ncn[nH]2)c2ccc(C)cc21 | -0.9 | 2 | -1.3 | 14 | 6 | 102 | 19 | 105 | -5
CCc1cc2c(COC(=O)c3cccc(S(C)(=O)=O)c3)cc(=O)oc2cc1O | 7.8 | -1 | 7.5 | 3 | -4 | 101 | 32 | 99 | -4
Cc1cccc(NC(=O)COC(=O)c2ccccc2SCC(=O)N2CCCC2)c1 | 3.7 | 5 | -0.4 | 8 | -8 | 109 | 33 | 102 | 2
CN(C)C(C)(C)C#CC(O)(c1ccccc1)c1ccccc1 | -0.4 | -11 | -0.8 | -4 | 17 | 87 | 23 | 95 | -1
Fc1ccccc1C1c2[nH]c3ccccc3c2CCN1Cc1ccoc1 (configuration not stated) | -0.6 | -11 | -2.4 | 13 | -11 | 91 | 6 | 96 | -5
O=P(O)(O)c1ccccc1OCCOCCOc1ccccc1P(=O)(O)O | 0.7 | x | 0.6 | 10 | -4 | x | -14 | x | -3
O=C(c1ccc(F)cc1)N(Cc1cccs1)C1CCS(=O)(=O)C1 (configuration not stated) | 0.5 | -18 | 0.8 | -11 | 3 | 0.0*[inhibitor] | 22 | 2.0*[inhibitor] | -2

Records listed so far that bear a hit mark in MEKK3 PB1 HTS:
canonical_smiles	MEKK2mut PB1 HTS	NALP1 yeast inh	GPR7 antag	MEKK2 WT-MEK5	PHOSPHO1 inh	MEKK3 PB1 HTS	GalR3 antagonist
O=C(c1ccc(F)cc1)N(Cc1cccs1)C1CCS(=O)(=O)C1 (configuration not stated)	-18	-11	3	0.0*[inhibitor]	22	2.0*[inhibitor]	-2

3 entries out of the list above, sorted by their value in NALP1 yeast inh, descending.
mol | MEKK2mut PB1 HTS | NALP1 yeast inh | GPR7 antag | MEKK2 WT-MEK5 | PHOSPHO1 inh | MEKK3 PB1 HTS | GalR3 antagonist
Cc1cccc(NC(=O)COC(=O)c2ccccc2SCC(=O)N2CCCC2)c1 | 5 | 8 | -8 | 109 | 33 | 102 | 2
COc1ccc(C)cc1N(C(=O)c1ccc(C#N)cc1)C1=NC(C)(C)CS1 | 6 | 6 | 10 | 99 | 23 | 98 | -7
Nc1nc(NCCCN2CCOCC2)nc(Nc2cccc(F)c2)c1[N+](=O)[O-] | 1 | -8 | -8 | 104 | 3 | 96 | -6

Next section.
SMILES | V1aR counter | MEKK2mut PB1 HTS | OXTR agonist | NALP1 yeast inh | GPR7 antag | MEKK2 WT-MEK5 | PHOSPHO1 inh | MEKK3 PB1 HTS | GalR3 antagonist
Cc1ccc(OCCn2cc(C#N)c3ccccc32)cc1 | 1.2 | 1 | 0.6 | -12 | -5 | 106 | -8 | 108 | -5
COc1ccccc1NC(=O)NNC(=O)C(C)Oc1ccc2ccccc2c1 (configuration not stated) | x | 0 | x | -5 | -3 | 102 | 28 | 98 | 0
CSc1nc2ccccc2cc1/C=C(\C#N)c1cccc(C)c1 | 1.1 | 5 | -0.1 | 1 | -8 | 100 | 29 | 103 | -1
COc1ccccc1N1C(=O)CC(N(O)c2ccccc2)C1=O (configuration not stated) | 0.2 | -2 | -0.4 | 1 | -6 | 96 | -45 | 100 | -3
CN(c1ccccc1)S(=O)(=O)c1ccc(NC(=S)NC(=O)c2ccccc2)cc1 | 1.0 | -7 | -1.1 | 28 | -10 | 90 | 12 | 97 | -1
CCN1CCN(C(=O)CN(c2ccc(C)cc2)S(C)(=O)=O)CC1 | -0.5 | 1 | 0.1 | 2 | 2 | 102 | 26 | 101 | 0
CC1CN(C(=O)c2ccccc2Nc2ccc(SC(F)F)cc2)CC(C)O1 (configuration not stated) | -0.2 | -1 | -1.5 | 7 | -3 | 110 | 32 | 112 | -5
Cc1ccc(CNC(=O)c2ccc(C#CC(C)(C)O)s2)cc1 | 1.3 | -3 | 3.7 | 9 | 7 | 100 | -3 | 104 | -6
COc1ccc(NC(=O)C2CCN(S(=O)(=O)c3ccc4[nH]c(=O)oc4c3)CC2)c(OC)c1 | -0.2 | -2 | 0.6 | -45 | 4 | 97 | 12 | 92 | x
Cc1nc([N+](=O)[O-])c(Br)n1CC(=O)c1ccccc1 | 0.7 | 5 | 1.5 | -11 | 8 | 105 | 1 | 101 | 6
CCOC(=O)c1ccc(CNCc2ccc(Br)cc2)cc1 | 2.0 | -1 | 0.4 | 52 | 1 | 106 | -5 | 97 | -4
Cc1cc(C)cc(NCc2ccncc2)c1 | 0.6 | 7 | -0.6 | -33 | -4 | 100 | x | 94 | -10
COc1cc(NC(=O)[C@@H](NC(=O)c2ccco2)C(C)C)c(OC)cc1NC(=O)c1ccccc1 | -1.1 | -4 | -1.5 | 4 | 3 | 93 | 1 | 97 | -4
COc1ncnc2c1cnn2-c1ccccc1 | -0.1 | 4 | -0.7 | 20 | -5 | 106 | 16 | 105 | -1
CCOc1c(Cl)cc(CNCC(C)C)cc1Cl | 1.8 | 1 | 1.0 | x | -4 | 109 | x | 111 | -1
O=[N+]([O-])c1ccccc1S(=O)(=O)Nc1ccc(S(=O)(=O)Nc2nccs2)cc1 | 0.6 | 7 | 0.9 | -9 | 0 | 111 | 45 | 102 | -8
COc1ccccc1OCc1ccc(C(=O)N2CCOCC2)o1 | 1.6 | -5 | 0.8 | 30 | -6 | 93 | -18 | 93 | -6
Cc1ccn(CCC(=O)NC2CCCc3c2cnn3-c2cccc(C)c2C)n1 (configuration not stated) | 4.2 | 3 | 0.7 | 1 | -2 | 99 | 24 | 101 | -7
CCCCOc1ccc(N(CC(=O)NCc2ccccc2)C(=O)c2csnn2)cc1 | 2.3 | -1 | 1.8 | -6 | -19 | 94 | 48 | 101 | -11
COc1ccc2c(c1)OC13CCCCC1C2C(C(=O)c1ccccc1)C(=O)N3 (configuration not stated) | 0.3 | -4 | 0.1 | -43 | -2 | 95 | -14 | 98 | 4
O=C(NNc1nc2ccccc2s1)Nc1ccc(F)cc1 | 0.1 | -22 | 0.0 | x | -11 | 81 | 11 | 90 | -3
COc1ccc(NC(=O)CN(C)C(=O)c2ccc(=O)[nH]c2)cc1 | 0.7 | 4 | 0.8 | 32 | -11 | 98 | 35 | 99 | -10
Cn1c2ccccc2c2nnc(SCC(=O)NC3CC3)nc21 | 0.3 | -3 | -0.4 | 20 | -4 | 99 | 35 | 100 | -3
COc1ccc(C(=O)Nc2nnc(-c3ccco3)s2)cc1 | 0.0 | 3 | 1.3 | 44 | 4 | 101 | 73* | 104 | -7
CCOc1ccc(N=C2SC(C(=O)Nc3ccccc3C#N)C(N)=C2C(=O)Nc2ccc(Cl)cc2)cc1 (configuration not stated) | -0.1 | -7 | -0.2 | 1 | -12 | 88 | 34 | 101 | -6
CC(C)C(C)NC(=O)CN1C(=O)NC(C)(c2ccc3ccccc3c2)C1=O (configuration not stated) | 3.2 | 3 | -0.8 | -9 | -5 | 107 | 33 | 102 | -8
FC(F)(F)c1cccc(NC(=S)Nc2ccc(Cl)cc2Cl)c1 | 0.6 | 2 | 0.3 | 22 | -9 | 106 | 2 | 104 | -3
O=C(CNC(=O)c1ccc(Cl)cc1)OCC(=O)N1CCCC1 | -0.3 | 0 | 0.8 | 3 | -6 | 99 | 24 | 103 | -5
Cc1noc(C)c1S(=O)(=O)N1CCCC(C(=O)NCc2ccccn2)C1 (configuration not stated) | -0.1 | 1 | -0.1 | -9 | -14 | 103 | 5 | 99 | -1
Cc1cc(C)n2c(SCC(=O)Nc3ccc(F)cc3F)nnc2n1 | -0.8 | -4 | 0.5 | -20 | -9 | 98 | 7 | 102 | 3
Cc1cccc(C2NC(=O)c3ccccc3O2)c1 (configuration not stated) | -0.4 | 2 | -1.2 | 4 | -2 | 101 | 8 | 100 | -10
COc1ccc(S(=O)(=O)N2CCOCC2)cc1NC(=O)CO/N=C/c1ccccc1OC(F)F | -1.3 | -2 | -2.4 | 24 | 0 | 99 | -4 | 101 | 1
Cc1ccc(C)c(-n2c(=O)c(C#N)cc3c(=O)n4ccccc4nc32)c1 | -0.7 | -7 | -0.3 | 19 | -7 | 92 | -20 | 95 | -9
O=C(COc1ccccc1Cl)Nc1ccc(NC(=O)c2ccco2)cc1 | 1.6 | 1 | 1.1 | 10 | 6 | 101 | 35 | 103 | -8
COc1cccc(CNc2ccc([N+](=O)[O-])c(NCC(=O)O)n2)c1 | 1.7 | 4 | 0.4 | -2 | -9 | 102 | 38 | 103 | -4
Cc1onc(-c2c(Cl)cccc2Cl)c1C(=O)Nc1ccc(Cl)cn1 | -0.6 | -7 | -2.7 | 6 | 14 | 86 | 40 | 94 | -7
CSc1ccc(/C=C/C(=O)c2ccc(NC(C)=O)cc2)cc1 | 3.0 | -4 | 2.3 | 53* | 6 | 91 | 11 | 94 | 9
